Ins promoter up = MIN6 insulin promoter up-regulation; MIN6 insulin promoter-GFP reporter, high-content imaging; hits give high values; z-score at 5 µM; 0.3% of 190,000 active;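 active = z-score above 3 at 5 µM with at least 500 cells counted in the well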
NOD1 NF-kB reporter = inhibition of NOD1-driven NF-kB reporter – cell-based, luminescence, uHTS, primary screen (AID 1578); 1% of 290,000 active; inhibition, % at 4 µM, or EC50 in µM where a hit was titrated; NOD1-driven NF-kB luciferase reporter cells, luminescence; higher % means a stronger effect; in the data active = inhibition mostly above about 36%, no sharp cut-off; inactive = mostly below about 34%;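 also: HEK-293T reporter cells stimulated with the NOD1 agonist gamma-tri-DAP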
MT stabilizer = microtubule stabilization, imaging screen; AID 2205; HeLa tubulin immunostaining HCS, 24 h; share of cells brighter than vehicle mean+2SD; % tubulin-high responders, % at 10 µM; 0.83% of 200,000 active;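 active = plate Z-score above 3 for both tubulin-high and condensed-nucleus cell shares, with cell loss under 80%, at 10 µM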;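 also: anti alpha tubulin signal scored within the nucleus-defined area of each cell; some results filed as inactive read as strong as hits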
Autophagy mod = autophagy modulation, high-content screen; MEF GFP-LC3 puncta imaging; test concentration mostly 10 µM; calls only at 10 µM (by protocol); 0.98% of 190,000 active;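 active = percentage of spot-positive cells more than 3 SD above its plate mean, without a fluorescence outlier flag or 80% toxicity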;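 also: spot-positive cell cutoff set from DMSO-treated cells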
Dynein transport = dynein cargo transport inhibition; z-score, hits read low; 3617.4 mouse cells, GR-EGFP nuclear translocation imaging; test concentration mostly 20 µM; stimulated with dexamethasone, 1 µM; hits give low values; AID 1381; 0.47% of 220,000 active;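 active = plate z-score of nuclear minus cytoplasmic receptor signal below a set negative limit, without overly bright fluorescence or cell loss, cut at about -3.5 in these data, passing the limit was not always enough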;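 also: z-score of nuclear minus cytoplasmic ring GR-EGFP intensity difference per well; some compounds called inactive have numbers as strong as hits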
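Buffer or medium: tet-free, stripped-serum medium; reagent: dexamethasone at 1.0 µM final, 30 min; incubation: 48 h induction, 1 h compound, 30 min dex at 37 °C; measured by: formaldehyde fixation, Hoechst nuclear stain, 10x automated fluorescence imaging; read-out: nuclear-to-cytoplasmic GR-EGFP distribution per well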
NOD2 inhibition = NOD2 signaling inhibitors, cell-based, luminescence, uHTS, HEK293 (AID 1566); inhibition, % at 4 µM; hits with a dose series show EC50 in µM; HEK293 NOD2/NF-kB luciferase reporter, luminescence; higher % means a stronger effect; 0.63% of 290,000 active; in the data active = inhibition above about 50%; also: many of its hits are not listed in these tables
b-catenin transl = alters nuclear translocation of beta-catenin in HeLa cells; nuclear translocation activity, % at 5 µM; 0.3% of 190,000 active; immunofluorescence imaging;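 active = nuclear translocation activity above 50% at 5 µM, with a well cell count of 50 or more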;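 also: per-cell ratio of nuclear to cytoplasmic median beta-catenin stain intensity; plate controls were DMSO negative control for no effect and GSK-3 inhibitor IX positive control for full effect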
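Signal – beta-catenin immunofluorescence imaging with DAPI · Test system – human HeLa cell line · Dosing – 5 µM primary single dose, 0.1% DMSO, 0.02–20 µM confirmation series · Measure – % activation, nuclear-to-cytoplasmic median beta-catenin signal ratio per cell · Incubation – 24 h compound exposure at 37°C, 5% CO2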
Yfh1-off respiration = enhancers of respiration in Yfh1-depleted yeast, dose response, Friedreich's ataxia, plus single-dose screen (AID 1465) | S. cerevisiae Yfh1-off respiration, WST-1 reduction, 72 h; higher fold induction means a stronger effect | 0.074% of 220,000 active | fold induction at 50 µM; hits with a dose series show EC50 in µM;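 active = fold induction of absorbance versus untreated yeast above a set limit, then at least 30% activation at any dose in follow-up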;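 also: activators that raise dye reduction in frataxin-depleted yeast; strong numbers were not always called active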
P. falciparum M17LAP = P. falciparum M17LAP inhibitors, primary screen, biochemical, fluorogenic H-Leu-NHMec substrate, 1536-well (AID 1619) | recombinant M17LAP, H-Leu-NHMec fluorogenic kinetic assay; higher % means a stronger effect | 0.38% of 220,000 active | one-dose inhibition, % at 30 µM; IC50 in µM for titrated hits;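 active = compound inhibiting the enzyme by more than half at any dose during confirmatory dose-response retesting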;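 also: plate controls were full reaction with DMSO carrier for no effect and no enzyme background for full effect; strong numbers were not always called active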
Dynein transport cytoplasmic EGFP = further read-out of Dynein transport, marked with its call; z-score; measured here: cytoplasmic GR-EGFP intensity; hits give high values
Dynein transport nuclear GR-EGFP = further read-out of Dynein transport, marked with its call; z-score; measured here: nuclear GR-EGFP intensity;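 lower value marks the stronger effect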
Dynein transport cell count = recorded beside Dynein transport, whose call it bears; z-score; measured here: cell count per field
Ins promoter up cell count = further read-out of Ins promoter up, marked with its call; cell count; measured here: cytotoxicity, nuclei count;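 total cells summed across four imaged fields per well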
b-catenin transl cell count 5 µM = second read-out of b-catenin transl, no call of its own (marks repeat the call); cell count; measured here: cell count, cytotoxicity flag
MT stabilizer Hoechst-high % = further read-out of MT stabilizer, marked with its call; % Hoechst-high responders; measured here: nuclear condensation Hoechst responders;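 share of cells brighter than vehicle mean plus two SD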
MT stabilizer cytotoxicity % = further read-out of MT stabilizer, marked with its call; toxicity, %; measured here: cytotoxicity by cell density;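 0% = mean cell density of plate MIN control wells and 100% = no cells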
Autophagy mod cell loss 18 h = further read-out of Autophagy mod, marked with its call; toxicity, %; measured here: cell loss, nuclei count;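 cell loss after 18 h compound exposure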
Starred values were filed as active, the others as inactive; i = inactive; nt = not tested or not shown. Some of the compounds tested (hit frequency here may not be typical).

structure	Ins promoter up	Ins promoter up cell count	NOD1 NF-kB reporter	MT stabilizer	MT stabilizer Hoechst-high %	MT stabilizer cytotoxicity %	Autophagy mod	Autophagy mod cell loss 18 h	Dynein transport	Dynein transport cytoplasmic EGFP	Dynein transport nuclear GR-EGFP	Dynein transport cell count	NOD2 inhibition	b-catenin transl	b-catenin transl cell count 5 µM	Yfh1-off respiration	P. falciparum M17LAP
Cc1nnsc1C(=O)Nc1cccc(Cl)c1Cl	nt	nt	-31.0%	2.6	0.4	22.7	i	-1.9	-1.38	-0.276	-0.606	0.238	18.7%	-1.4	1171	i	19.2%
O=C(NCSc1ccnc(SCNC(=O)c2ccccc2)n1)c1ccccc1	nt	nt	-13.2%	4.5	1.9	6.8	i	-7.4	0.0577	0.131	0.0952	0.75	11.8%	-0.9	1160	i	57.4%
Cc1nn2cc(-c3ccc(N)cc3)nc2s1	-1.19	1411	-35.0%	3.3	1.8	1.9	i	14.6	-0.941	-0.272	-0.188	0.423	-18.8%	-2.6	1011	i	-2.1%
Cc1ccc(NC(=O)c2snc3c(=O)[nH]cnc23)cc1C	-0.14	845	-19.5%	2.5	1.0	5.0	i	32.7	0.391	-0.202	0.698	-0.194	13.2%	nt	nt	i	0.6%
COc1ccc(N2C(=O)c3ccccc3NC23CCC(C)CC3)cc1 (stereo not given)	-0.29	959	-35.4%	2.2	2.4	9.0	i	15.1	-0.128	-0.305	0.232	0.192	-58.1%	-3.4	1181	i	4.4%
CCC(C)(C)C1CCC(=NNC(=O)c2ccoc2C)CC1 (stereo not given)	0.62	835	4.5%	4.1	1.6	3.5	i	-3.5	0.476	-0.185	0.321	-0.328	-2.7%	1.3	989	nt	7.2%
COc1ccc(C2(C(=O)Nc3ccc(C(=O)N4CCOCC4)cc3)CCOCC2)cc1	0.27	801	-1.6%	4.9	2.9	3.0	i	15.2	-0.819	-0.176	-0.263	0.235	16.9%	1.7	647	i	9.4%
O=C(CSC1=N/C(=C/c2ccco2)C(=O)N1c1ccc(OC(F)F)cc1)NC1CCS(=O)(=O)C1 (stereo not given)	0.31	1386	-22.7%	3.6	1.5	11.9	i	-3.1	0.164	-0.278	0.0461	-1.23	0.3%	-4.1	1089	i	6.0%
Cc1ccc(C(=O)N/C(=C/c2cn(-c3ccccc3)nc2-c2ccccc2)C(=O)O)cc1	nt	nt	-17.5%	4.2	1.2	11.0	i	15.1	0.0525	-0.256	0.317	-0.2	4.9%	-1.0	1108	i	12.1%
Cc1onc(-c2c(F)cccc2Cl)c1C(=O)Nc1nnc(C2CC2)s1	0.1	1438	15.9%	4.1	2.5	7.3	i	-2.8	1.06	-0.173	0.707	-1.2	11.2%	-1.4	720	i	-16.1%
Nc1c(C(=O)NC2CCCCC2)nsc1C(=O)OCC(=O)NC1CCCCC1	0.1	1433	36.9%	3.3	2.0	2.4	i	1.2	-0.66	1.85	0.257	-0.175	39.1%	-7.0	963	i	-3.5%
Cc1nnc(NC(=O)c2ccccc2NC(=O)c2ccccc2)s1	0.21	1052	3.6%	nt	nt	nt	nt	nt	-0.0285	-0.202	0.0193	0.237	27.8%	0.2	1304	i	-5.1%
O=C(c1ccccc1)N1CCCCCC1	-0.09	1357	-19.0%	3.2	2.2	7.9	i	-0.4	-0.176	-0.188	0.831	-0.118	2.1%	-5.2	626	i	-1.0%
CN(C)/N=C/C=C1\CC/C(=C\c2ccc(Br)cc2)C1=O	-1.15	856	-45.0%	1.1	1.3	6.3	i	1.9	-0.556	5.49	0.511	-0.29	-21.2%	-1.0	1264	nt	-5.6%
CC1CCN(CCNC(=O)CCS(=O)(=O)c2ccc(Br)cc2)CC1	0.34	1240	-19.1%	2.4	3.0	12.7	i	-8.7	1.29	-0.243	0.655	0.651	10.8%	-0.2	1014	i	-4.2%
O=C(c1ccco1)N1CCN(CC2CC3C=CC2C3)CC1 (stereo not given)	0.58	1297	-18.3%	2.0	1.6	6.1	i	0.1	-0.00318	-0.127	0.336	-0.39	-9.1%	nt	nt	i	4.0%
Cc1nc(C)c(C(=O)OCC(=O)N2CCN(c3ccccc3)CC2)s1	nt	nt	2.3%	1.4	1.8	6.7	i	9.0	-0.46	-0.275	-0.0691	-0.0111	-3.4%	nt	nt	i	-15.5%
Cc1ccc2[nH]c3c(c2c1)CN(C(=O)CN1c2ccc(F)cc2CCC1C)CC3 (stereo not given)	-0.45	1541	4.6%	37.8*	22.4*	25.4*	i	1.8	0.381	-0.109	-0.393	-1.29	17.0%	30.3	996	i	15.9%
CCN(CCNC(=O)CC1Oc2ccccc2NC1=O)c1ccccc1 (stereo not given)	0.08	992	9.6%	3.0	2.2	11.6	i	-6.5	-0.2	-0.221	-0.0535	0.601	16.5%	nt	nt	i	5.6%
Cc1ccc(N2C(=O)S/C(=C/c3cn(C)c4ccccc34)C2=O)cc1	-0.29	1081	-58.2%	4.6	3.0	10.3	i	-1.3	0.403	-0.171	0.0617	0.0873	5.7%	-3.2	1018	nt	-0.5%
Cc1c(NC(=O)c2ccc3c(c2)OCO3)cccc1-c1nc2ccccc2s1	-0.38	1399	-49.3%	2.3	1.6	3.0	i	15.4	0.469	0.15	0.655	0.477	-9.0%	1.9	1369	i	6.2%
CCOC(=O)C1(Cc2ccccc2Cl)CCN(C(=O)c2cnccn2)CC1	-0.36	1317	-40.5%	3.5	2.9	4.7	i	12.0	-0.262	-0.309	-0.101	0.34	-41.7%	1.4	1009	i	-4.1%
COc1nnc(-c2ccc(N3CCOCC3)c(NC(=O)C3CCCCC3)c2)c2ccccc12	-0.73	722	-24.1%	1.2	0.7	10.5	i	-5.3	0.369	-0.199	0.911	-0.124	4.2%	-1.7	1320	i	1.1%
CN(C)CCNc1nc2sc3c(c2c(=O)n1-c1ccccc1)CCCCC3	0.73	1063	1.4%	nt	nt	nt	nt	nt	-0.876	-0.17	-0.147	0.273	20.3%	0.5	1185	i	8.7%
Cc1cc2c(c(/C=C/C(=O)c3ccccc3)c1)OC1(C=C2)Oc2ccccc2C(=O)N1C (stereo not given)	-2.09	1013	10.1%	9.7	6.8	23.7	i	-13.0	-1.02	0.0133	-1.13	0.395	-127.5%	-5.2	1117	i	-21.2%
Cc1cccc2cc(/C=N/NC(=O)CN3CCCCC3)c(Cl)nc12	nt	nt	-15.3%	3.9	1.4	0.2	i	15.4	-0.0582	-0.226	-0.0281	1.07	-8.0%	2.4	534	i	-1.8%
Cc1ccc(NC(=O)CSCC(N)=O)cc1C	-0.99	1291	-9.3%	3.1	1.6	2.6	i	-7.2	-0.221	-0.238	-0.112	0.397	8.1%	1.3	1157	i	19.8%
NC(=O)CSc1nnc(NC(=O)c2cccc(S(=O)(=O)N3CCCCC3)c2)s1	-0.36	1281	-11.8%	3.0	2.9	7.8	i	1.1	-0.385	0.106	-0.000987	0.669	4.4%	-0.5	1087	i	44.7%
COc1cccc(C(=O)N(c2ccc(OC)cc2OC)C2C=CS(=O)(=O)C2)c1 (stereo not given)	-0.18	1343	48.1%	2.7	3.4	4.5	i	-6.3	-0.483	-0.3	-0.185	-0.0722	8.3%	3.0	1373	i	-3.8%
O=C(Nc1ccc(F)cc1)Nc1nnc(COc2ccccc2F)s1	0.93	1597	-17.6%	6.2	1.1	5.3	i	14.6	0.737	-0.214	0.579	-0.327	-42.9%	-2.5	1161	i	15.3%
O=S(=O)(c1ccc(Cl)cc1)N1CCNCC1	-0.93	1269	-38.3%	1.9	3.9	10.5	i	-0.4	1.2	-0.345	0.794	-0.0786	11.8%	-1.3	1091	i	3.3%
COc1ccc(Cc2noc(-c3ccc([N+](=O)[O-])cc3)n2)cc1OC	-0.32	1011	-3.0%	nt	nt	nt	nt	nt	0.317	-0.289	0.0616	0.605	8.1%	0.9	1297	i	2.4%
Cc1cc(C(=O)N2CCCCCC2)cs1	-0.59	1845	-19.5%	2.9	2.0	3.2	i	-1.4	-0.977	-0.231	-0.618	0.489	5.4%	-3.4	1167	i	1.1%
CC1CC(=O)c2cnc(N)nc2C1 (stereo not given)	-0.02	1656	7.4%	2.0	1.7	9.1	i	2.0	-0.787	-0.223	-1.16	0.109	14.8%	-1.9	1433	i	-5.7%
Cc1cc(C)c(C(=O)COC(=O)c2ccc(NC(=O)CC#N)cc2)cc1C	0.35	1063	3.9%	nt	nt	nt	nt	nt	0.982	0.0617	1.28	-1.24	17.2%	-0.7	1301	i	11.0%
O=C(c1ccco1)N1N=C(c2ccncc2)CC1(O)C(F)(F)F (stereo not given)	-0.5	1543	-39.8%	1.9	2.0	7.6	i	17.2	-0.726	-0.305	-0.336	0.832	-53.3%	-1.4	1531	i	-11.3%
CCn1cc(C(=O)OCC(=O)OC2CC(C)CCC2C(C)C)c(=O)c2ccc(C)nc21 (stereo not given)	1.07	1925	-19.4%	3.2	2.4	9.8	i	-7.3	-0.442	-0.246	-0.329	-0.288	-13.8%	-1.7	1048	i	-0.4%
COc1cccc(NC(=O)CSc2nc3c(oc4ccccc43)c(=O)[nH]2)c1	-0.62	1470	-40.9%	3.1	3.0	4.7	i	0.6	-0.645	-0.124	-0.78	0.939	-40.9%	-7.5	533	i	<1µM*
CC1=NCCN1S(=O)(=O)c1cccc([N+](=O)[O-])c1	0.15	1428	-13.5%	4.6	1.8	6.7	i	28.5	-0.822	-0.257	-0.205	0.474	2.8%	-1.7	1036	i	-3.2%
